Compound activity: PubChem, Broad Institute
RAD54 inh – blocks human RAD54 Holliday junction branch migration; Q92698; FAM/BHQ fluorescence; inhibition, % at 10.4 µM; 360,000 compounds, 0.14% hits; AID 602329;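 active = mean normalized replicate activity at least 40 and at least half of replicates scoring 40 or more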;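 also: 0% = median of neutral control wells and 100% = median of positive control wells; inhibitors cause a drop in the FAM fluorescence signal; in these data hits start at about 50%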
RAD52 inh – blocks human RAD52 DNA annealing; P43351; recombinant RAD52 DNA annealing, FRET fluorescence; inhibition, % at 18.7 µM; 360,000 compounds, 0.46% hits; AID 651710;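 active = every replicate showing at least 50% inhibition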
E-selectin induc – E-selectin induction on HUVECs; P16581; 260,000 compounds, 0.37% hits; activation, % at 7.58 µM; HUVEC E-selectin immunofluorescence imaging; normalized: neutral wells 0, TNF-alpha wells 100;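 active = mean E-selectin-positive cell signal at least 10% of the positive control, reached in at least 60% of replicates, without over 20% cell loss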;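 also: in these data hits start at about 27%; measured in HUVEC primary endothelial cells; signal is the percent of cells scored E-selectin positive by PE staining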
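Read-out: % PE-positive cells | Test system: HUVEC | Doses: One compound dose added by pin transfer | Buffer or medium: EGM-2 over gelatin coat | Signal: Immunofluorescence imaging | Benchmarks: TNF-alpha, DMSO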
Cneo AK release – causes C. neoformans cell lysis | adenylate kinase release luminescence, 4 h; normalised: neutral wells 0, clomiphene wells 100 | lysis activity, % at 15 µM | 360,000 compounds, 0.2% hits;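 active = mean lysis activity across replicates of at least 80%, whatever share of replicates individually reach that level; inactive = mean lysis activity below 80%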
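Signal: Adenylate kinase release luminescence | Assay system: Log-phase Cryptococcus neoformans yeast cells | Input: Cells at 5 × 10^6 per mL | Buffer or medium: Fresh YPD growth medium | Compound: Single dose | Schedule: Static 4 h at 37 °C with compound, 1 h detection | Controls: Clomiphene | Read-out: Luminescence rise reflecting yeast cell lysis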
PglD inh – blocks C. jejuni PglD acetyltransferase activity; 360,000 compounds, 0.098% hits; purified PglD enzyme, DTNB colorimetric CoA detection; AID 602405; inhibition, % at 12.5 µM; in the data active = inhibition above about 16%, passing the limit was not always enough; also: strong numbers were not always called active
PGC1a acetyl inh – modulators of PGC1a acetylation; U2OS PGC1a acetylation, AlphaScreen anti-acetyl-lysine; with virally co-expressed GCN5 acetyltransferase; inhibition, % at 15.6 µM; 350,000 compounds, 0.17% hits;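 active = every replicate shows inhibition of at least 40%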;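 also: 0% = neutral control wells and 100% = positive control wells; some results beyond the cut were filed as inactive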
ERAP1 inh – inhibitors of human ERAP1 aminopeptidase. recombinant ERAP1, Leu-AMC fluorescence, 60 min. inhibition, % at 10.7 µM. 340,000 compounds, 0.15% hits. AID 652197;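 active = mean replicate inhibition of at least 30%, or all replicates individually reaching that 30% level; inactive = mean below 30% and not every replicate reaching it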;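 also: 0% = neutral control wells and 100% = L-leucinethiol positive control wells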
Target sequence (Q9NZ08 whole entry, looked up): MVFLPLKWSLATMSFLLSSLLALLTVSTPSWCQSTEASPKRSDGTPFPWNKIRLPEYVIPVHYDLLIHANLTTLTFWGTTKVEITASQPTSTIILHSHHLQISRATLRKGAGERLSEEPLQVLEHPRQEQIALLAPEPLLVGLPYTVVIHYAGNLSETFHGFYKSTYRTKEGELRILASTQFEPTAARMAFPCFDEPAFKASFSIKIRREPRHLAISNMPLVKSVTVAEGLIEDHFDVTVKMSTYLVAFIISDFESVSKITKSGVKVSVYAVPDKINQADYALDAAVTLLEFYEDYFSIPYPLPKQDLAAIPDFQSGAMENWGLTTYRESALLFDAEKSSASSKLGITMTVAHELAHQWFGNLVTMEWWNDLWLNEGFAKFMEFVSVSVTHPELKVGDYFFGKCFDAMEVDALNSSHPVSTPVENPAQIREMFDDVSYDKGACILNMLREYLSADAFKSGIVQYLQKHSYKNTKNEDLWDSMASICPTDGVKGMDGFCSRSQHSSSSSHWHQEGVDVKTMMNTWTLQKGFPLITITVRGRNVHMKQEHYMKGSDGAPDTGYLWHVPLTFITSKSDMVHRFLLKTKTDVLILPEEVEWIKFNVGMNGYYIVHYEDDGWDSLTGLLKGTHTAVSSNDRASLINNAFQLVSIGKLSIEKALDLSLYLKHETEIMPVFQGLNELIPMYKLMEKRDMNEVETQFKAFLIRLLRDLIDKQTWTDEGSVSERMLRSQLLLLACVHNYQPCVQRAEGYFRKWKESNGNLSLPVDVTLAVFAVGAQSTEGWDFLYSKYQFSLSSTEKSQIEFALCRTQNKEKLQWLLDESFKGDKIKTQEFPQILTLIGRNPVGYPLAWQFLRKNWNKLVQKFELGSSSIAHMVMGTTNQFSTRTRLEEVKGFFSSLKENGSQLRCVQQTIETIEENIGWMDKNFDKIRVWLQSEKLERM
miR122 inh – inhibitors of miR-122 in Huh7 cells; Huh7 miR-122 Renilla luciferase sensor, 48 h; neutral wells = 0, positive control = 100; activation (reporter increase), % at 12.5 µM; 340,000 compounds, 0.3% hits;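 active = mean replicate activation score at least 90 and every replicate individually at or above 90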;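 also: higher luciferase means less miR-122 activity so hits act as miR-122 inhibitors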
* = called active by the depositor; i = inactive; · = not tested or not shown; & = joins results of further samples; ! = a repeat was not active; [ ] = dose if it differs, or a comment.

SMILES | RAD54 inh | RAD52 inh | E-selectin induc | Cneo AK release | PglD inh | PGC1a acetyl inh | ERAP1 inh | miR122 inh
Fc1cccc(CN2[C@@H]3CNC[C@H]2C3c2ccc(-c3ccncc3)cc2)c1 (some centres not stated) | · | 65*! | 0.4&-0.1 | · | · | 0 | 0&-5 | ·
CC(=O)N(c1ccc(C)cc1)C1C=CS(=O)(=O)C1 (configuration not stated) | -1 | -8 | · | 1 | 1 | -5 | -1 | 0
CCOC(=O)C1CCCN(Cc2c(C(=O)N3CCOCC3)nc3ccccn23)C1 (configuration not stated) | · | -10 | 0.2 | · | · | -5 | -3 | ·
Cc1cc(=O)n2[nH]c(N3C(=O)CCC3=O)nc2n1 | -2 | · | · | -7 | 4 | 14 | · | 7
C[C@@H]1CN([C@H](C)CO)C(=O)c2cccc(N(C)C)c2O[C@@H]1CN(C)C(=O)NC1CCCCC1 | -1 | -8 | 0.2 | 0 | 3 | 4 | 1 | -2[16.7 µM]
C[C@@H]1CCCCO[C@H](CN(C)C(=O)CCC(F)(F)F)[C@H](C)CN([C@@H](C)CO)C(=O)c2cc(N(C)C)ccc2O1 | -7 | -2 | 0.0 | 1 | 5 | -11 | -5 | 0[16.7 µM]
O=S(=O)(Nc1cccc(-n2cnnn2)c1)c1cc(Br)ccc1Br | -14 | -38 | 4.1 | 2 | -3 | -5 | 0 | 108*
C[C@H]1CN([C@@H](C)CO)C(=O)c2cc(NC(=O)Nc3cccc4ccccc34)ccc2O[C@@H]1CN(C)S(C)(=O)=O | -4 | 10 | · | 1 | -2 | 3 | 1 | -2[16.7 µM]
COc1ccc(S(=O)(=O)N2CCCC2CNC(=O)C(=O)NCc2ccccc2)cc1 (configuration not stated) | 3 | -29 | -0.8 | -2 | -7 | 1 | 1 | 4
COc1ccc(-c2nc(SCC(=O)N3CCOCC3)n[nH]2)cc1 | 5 | · | · | -5 | -3 | 3 | · | -2
C[C@H]1CN([C@@H](C)CO)C(=O)Cc2cc(NC(=O)C3CC3)ccc2O[C@H]1CN(C)S(=O)(=O)c1cn(C)cn1 | 5 | -6 | -0.2 | -3 | 1 | -13 | 1 | 6[16.7 µM]
O=c1c2nncn2c2cccnc2n1CCNc1ncc(C(F)(F)F)cc1Cl | -10 | -67 | · | -3 | -1 | 6 | -6 | -6
CC(C)(C)NC(=S)N1CCC(C(=O)c2ccc(F)cc2)CC1 | 2 | -15 | -0.2 | -2 | -1 | · | 0 | -1
O=C(NCCc1cnccn1)C1CCC(=O)N(Cc2ccc(Cl)cc2)C1 (configuration not stated) | 7 | 0 | · | -1 | 5 | · | -1 | -6
C[C@H]1CN([C@@H](C)CO)C(=O)CCCn2nncc2CO[C@@H]1CN(C)S(=O)(=O)c1ccc(C#N)cc1 | · | 5 | 0.2 | · | · | 0 | 1 | ·
CCOC(=O)CCCN(c1[nH]c(C)c(C)c1C#N)S(=O)(=O)c1ccc(C)cc1 | 3 | -20 | -0.1 | 0 | 7 | -14 | -4 | 8
CCCOC(=O)Nc1ccc(S(=O)(=O)Nc2ncccn2)cc1 | 7 | -18 | 3.1 | 4 | -1 | -13 | -3 | 4
COc1ccc2cc(C(=O)N3CCN(c4ccccc4F)CC3)[nH]c2c1 | 1 | -3 | -0.2 | -2 | -7 | 8 | 0 | 11
CC(C)NC(=O)C1(C)CCN1Cc1ccc(Cl)cc1 (configuration not stated) | -13 | -20 | -0.1 | 8 | -3 | · | 1 | ·
CC(=O)Oc1ccccc1Cn1c(C)c(C(=O)N(C)Cc2ccc(F)cc2)sc1=O | 10 | -10 | · | -1 | 2 | · | · | ·

An excerpt from above in order of their number in PglD inh, ascending:
Compound	RAD52 inh	PglD inh	PGC1a acetyl inh	ERAP1 inh	miR122 inh
COc1ccc2cc(C(=O)N3CCN(c4ccccc4F)CC3)[nH]c2c1	-3	-7	8	0	11
CC(C)NC(=O)C1(C)CCN1Cc1ccc(Cl)cc1 (configuration not stated)	-20	-3	·	1	·
CCCOC(=O)Nc1ccc(S(=O)(=O)Nc2ncccn2)cc1	-18	-1	-13	-3	4
C[C@H]1CN([C@@H](C)CO)C(=O)Cc2cc(NC(=O)C3CC3)ccc2O[C@H]1CN(C)S(=O)(=O)c1cn(C)cn1	-6	1	-13	1	6[16.7 µM]
CC(=O)Oc1ccccc1Cn1c(C)c(C(=O)N(C)Cc2ccc(F)cc2)sc1=O	-10	2	·	·	·
O=C(NCCc1cnccn1)C1CCC(=O)N(Cc2ccc(Cl)cc2)C1 (configuration not stated)	0	5	·	-1	-6
CCOC(=O)CCCN(c1[nH]c(C)c(C)c1C#N)S(=O)(=O)c1ccc(C)cc1	-20	7	-14	-4	8

The listing continues:
SMILES | RAD54 inh | RAD52 inh | E-selectin induc | Cneo AK release | PglD inh | PGC1a acetyl inh | ERAP1 inh | miR122 inh
CN1C(=O)N(C)C2(c3ccccc3)Nn3c(s/c(=C/c4ccco4)c3=O)=NC12c1ccccc1 (configuration not stated) | -3 | · | · | -2 | 1 | 9 | · | -4
COc1ccc(-n2nc3c(c2NC(=O)c2ccc4c(c2)OCO4)CS(=O)(=O)C3)cc1 | 5 | -26 | · | 0 | -2 | 5 | 0 | -11
C[C@H]1CN([C@@H](C)CO)C(=O)c2cc(C#CCC3CCCC3)cnc2O[C@@H]1CN(C)C(=O)CN(C)C | 6 | 26 | 0.0 | 5 | 2 | 5 | 0 | -6[16.7 µM]
CCCc1c(C)nc2c(OC)cccc2c1SCC(=O)O | 1 | 0 | -0.2 | 0 | -1 | 3 | -6 | -5
COC(=O)C1CCN(S(=O)(=O)c2c(C)n(C)c(=O)n(C)c2=O)CC1 | -3 | -5 | -0.1 | -3 | -5 | 5 | 1 | -1
CCOc1ccccc1/C=N/Nc1nc2ccccc2o1 | -3 | -14 | -0.5 | 0 | -4 | -14 | 1 | -9
C[C@@H]1CN([C@@H](C)CO)C(=O)c2c(c3ccccc3n2C)-c2ccccc2CO[C@H]1CN(C)C(=O)Nc1ccc2c(c1)OCO2 | 0 | 6 | 0.0 | -4 | -1 | -50 | 0 | ·
NC(=O)CC(NC(=O)Cc1cccc2ccccc12)c1ccc(NCCc2ccc(F)cc2)c([N+](=O)[O-])c1 (configuration not stated) | 8 | · | 0.0 | 13 | -1 | · | · | -2
COC(=O)C1CN(S(=O)(=O)c2ccccc2)CCN1S(=O)(=O)c1ccccc1 (configuration not stated) | 5 | · | · | -1 | -5 | -11 | · | 15
CN1C(=O)c2cc(NC(=O)c3cnccn3)ccc2OC[C@@H]2O[C@H](CC(=O)N[C@H]3CCN(Cc4ccccc4)C3)CC[C@@H]21 | 6 | 25 | 2.2 | -2 | 3 | -10 | -6 | 59[16.7 µM]

Rewritten field by field: part of the list above
> CCOc1ccccc1/C=N/Nc1nc2ccccc2o1
- RAD54 inh = -3
- RAD52 inh = -14
- E-selectin induc = -0.5
- Cneo AK release = 0
- PglD inh = -4
- PGC1a acetyl inh = -14
- ERAP1 inh = 1
- miR122 inh = -9

> C[C@@H]1CN([C@@H](C)CO)C(=O)c2c(c3ccccc3n2C)-c2ccccc2CO[C@H]1CN(C)C(=O)Nc1ccc2c(c1)OCO2
- RAD54 inh = 0
- RAD52 inh = 6
- E-selectin induc = 0.0
- Cneo AK release = -4
- PglD inh = -1
- PGC1a acetyl inh = -50
- ERAP1 inh = 0
- miR122 inh = ·

> NC(=O)CC(NC(=O)Cc1cccc2ccccc12)c1ccc(NCCc2ccc(F)cc2)c([N+](=O)[O-])c1 (configuration not stated)
- RAD54 inh = 8
- RAD52 inh = ·
- E-selectin induc = 0.0
- Cneo AK release = 13
- PglD inh = -1
- PGC1a acetyl inh = ·
- ERAP1 inh = ·
- miR122 inh = -2

(continued)
SMILES | RAD54 inh | RAD52 inh | E-selectin induc | Cneo AK release | PglD inh | PGC1a acetyl inh | ERAP1 inh | miR122 inh
C[C@@H]1CCCCO[C@@H](CN(C)Cc2ccccc2)[C@H](C)CN([C@@H](C)CO)C(=O)c2cc(NS(=O)(=O)c3ccccc3)ccc2O1 | 4 | 4 | 0.0 | 2 | -1 | -4 | 1 | -2[16.7 µM]
O=C(NCCN1CCOCC1)c1ccc(CSCc2cccc(Cl)c2)o1 | · | -7 | -3.5 | · | · | -13 | 0 | 26
CCOC(=O)C1CCN(C(=O)C(=O)c2cn(CC(=O)N3CCCCCC3)c3ccccc23)CC1 | -19 | -168 | 2.7 | 5 | 4 | -2 | -7 | -3
Cc1nc2nc(N)nc(OCc3ccccc3)c2nc1C | 1 | -32 | · | 0 | -2 | 1 | · | 3
COc1ccc(S(=O)(=O)N(C)C[C@@H]2Oc3c(NC(=O)Nc4ccc5c(c4)OCO5)cccc3C(=O)N([C@H](C)CO)C[C@H]2C)cc1 | -1 | -8 | -0.8 | 30 | 0 | 15 | 0 | 0[16.7 µM]
O=C(Cc1ccccc1)CC1(O)C(=O)Nc2ccccc21 (configuration not stated) | 0 | · | · | -1 | 4 | 7 | · | -5
CCOC(=O)c1c(CN2CCOCC2)oc2ccc(OC)cc12 | -12 | · | · | 0 | 3 | · | · | -4
COc1cccc(C(=O)Nc2ccc(S(=O)(=O)NCc3ccco3)cc2)c1 | 6 | · | · | 1 | 3 | -25 | · | 73
Cc1c(/C=N\NC(=O)c2cccc(F)c2)cnn1C | 2 | -18 | 0.0 | -1 | 0 | -5 | 4 | 1
COCCNC(=O)/C(C#N)=C/C=C/c1ccccc1 | 0 | -3 | -2.0 | 0 | 7 | · | 2 | 1
COc1ccc(C(=O)OCC(=O)NC2CC2)cc1S(=O)(=O)N(C)Cc1ccccc1 | 1 | -10 | -0.1 | 1 | -3 | 5 | 2 | 4
Cc1ccc(C23CC4CC(CC(C(=O)NC(C)C)(C4)C2)C3)cc1 | -4 | -10 | 0.9 | -2 | 7 | · | 1 | -2
O=C(NC(=S)Nc1ccccc1O)c1ccc(Cl)cc1Cl | 7 | -28 | · | -4 | 6 | -2 | 12 | 7
CNC[C@H]1Oc2cc(C#Cc3ccccc3F)ccc2S(=O)(=O)N([C@H](C)CO)C[C@@H]1C | -17 | -1 | 0.8 | 1 | 3 | 8 | 4 | 0[16.7 µM]
CC(=O)Nc1ccc(S(=O)(=O)N2CCCC2)cc1 | 0 | -9 | 0.5 | 0 | 3 | · | 4 | -4
COc1ccc(C(=O)NCC(c2ccccc2)N2CCCC2)cc1S(=O)(=O)N1CCOCC1 (configuration not stated) | 1 | -36 | -0.2 | 0 | -1 | 3 | 0 | 2
Cc1cc(OCCCC(=O)N2CCCCC2)cc(C)c1Cl | -3 | · | · | 2 | 4 | -2 | · | -6
Cc1ccc(C(=O)NCCNS(=O)(=O)c2ccccc2[N+](=O)[O-])cc1 | 9 | -5 | 0.2 | -3 | -2 | -10 | -1 | 3
CC(C)c1cn(CC[C@@H]2CC[C@@H](NS(=O)(=O)Cc3ccccc3)[C@@H](CO)O2)nn1 | -8 | 4 | -0.2 | 2 | 1 | -13 | 2 | 3[16.7 µM]
O=c1oc2cc(O)ccc2cc1S(=O)(=O)c1ccccc1 | -4 | -6 | · | 9 | -5 | -8 | i | 2
CC(NC(=O)c1ccco1)C(=O)OC(C)C(=O)NCc1ccccc1 (configuration not stated) | 4 | -8 | 0.8 | -1 | 3 | 4 | 3 | -6
CN(C)CC(=O)Nc1ccc2c(c1)[C@H]1C[C@@H](CC(=O)NCc3ccc(-c4ccccc4)cc3)O[C@H](CO)[C@H]1O2 | 2 | 60* | 0.2 | 0 | 2 | -8 | -1 | -7[16.7 µM]
O=C(N/N=C/c1ccsc1)c1ccc2ccccc2n1 | · | -19 | · | · | · | 1 | -4 | 2
C[C@H]1CN([C@@H](C)CO)C(=O)Cc2cc(NC(=O)CCCCCC(=O)Nc3ccccc3N)ccc2O[C@@H]1CN(C)S(=O)(=O)c1ccc(F)cc1 | 1 | -18 | -0.1 | 0 | -4 | 6 | 1 | 0[16.7 µM]
